# Assay outcomes (PubChem BioAssay)
# rat mGlu8 modulation – rat mGlu8 modulation via Gqi9 calcium signal, confirmation, counter-screen for GIRK activator project, cell-based, HEK293 rmGlu8, Gqi9 chimera. HEK293 rmGlu8/Gqi9 calcium flux, Fluo-4 fluorescence; glutamate at EC20 added after compound. calls only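 (single compound addition from 20 µM solution with 0.2% DMSO)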. 2,100 compounds, 4% hits;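 active means calcium fluorescence trace judged by eye to show a response, as agonist, enhancer of the glutamate response, or inhibitor; inactive means trace judged by eye to show no response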
#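 system = HEK-293 cells stably expressing rat mGlu8, plus transient chimeric Gqi9 | measured by = Fluo-4 calcium fluorescence, 1 Hz | timing = compound pre-exposure 4 min, post-glutamate read 2 min | measure = F/F0 fluorescence traces judged visually for each well | medium = HEPES-buffered HBSS at pH 7.4 | doses = single compound addition from 20 µM solution, 0.2% DMSO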
# Calls only; i = inactive. Only part of the results is shown; the hit share may differ from the screen's.
SMILES,rat mGlu8 modulation
CC(C)Oc1cc(-n2c(=S)[nH]c3ccccc3c2=O)c(Cl)cc1Cl,i
